# CYP2C9 inh: inhibitors of human CYP2C9; P11712; inhibition, % at 5 µM; CYP2C9 Supersomes, luciferin-H conversion, luminescence; 96,000 compounds, 20% hits;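 active = blocking of liver enzyme CYP2C9 beyond about 50% at 5 µM, limit read from the data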; also: values of inactives mirror those of a sister screen read the other way
# Target sequence (P11712 whole entry, looked up): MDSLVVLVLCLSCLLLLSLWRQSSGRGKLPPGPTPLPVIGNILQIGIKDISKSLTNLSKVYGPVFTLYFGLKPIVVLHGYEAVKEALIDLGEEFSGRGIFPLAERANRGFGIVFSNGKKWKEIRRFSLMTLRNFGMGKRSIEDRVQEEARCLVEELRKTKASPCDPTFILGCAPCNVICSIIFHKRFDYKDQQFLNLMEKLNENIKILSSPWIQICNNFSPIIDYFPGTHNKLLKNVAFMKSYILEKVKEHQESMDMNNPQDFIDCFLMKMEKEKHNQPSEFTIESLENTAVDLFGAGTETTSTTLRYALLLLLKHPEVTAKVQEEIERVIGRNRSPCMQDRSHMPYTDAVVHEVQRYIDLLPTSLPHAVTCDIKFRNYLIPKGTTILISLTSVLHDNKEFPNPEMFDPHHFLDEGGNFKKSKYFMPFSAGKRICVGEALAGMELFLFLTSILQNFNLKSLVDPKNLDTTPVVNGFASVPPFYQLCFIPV
# CYP2C9 activ: activators of human CYP2C9 | P11712 | recombinant CYP2C9, luciferin-H conversion, luminescence; active compounds read high; factor 1 = untreated enzyme, 0 = blocked | activation factor at 5 µM | 96,000 compounds, 1.4% hits | AID 1024;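 active = activation factor of 2 or more for CYP2C9 at a 5 µM dose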;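 also: 0 = sulfaphenazole-blocked wells and 1 = vehicle-only wells; values of inactives mirror those of a sister screen read the other way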
# Rev-RRE block: inhibitors of HIV-1 Rev-RRE RNA interaction; P05866; Rev peptide-RRE RNA binding, FRET; inhibition, % at 8 µM; 97,000 compounds, 0.79% hits; AID 704;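 active = inhibition above the screen-wide mean plus 3 SD, cut at about 35% in these data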;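 also: 0% = median DMSO wells and 100% = median Neomycin B control wells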
# Target sequence (P05866 whole entry, looked up): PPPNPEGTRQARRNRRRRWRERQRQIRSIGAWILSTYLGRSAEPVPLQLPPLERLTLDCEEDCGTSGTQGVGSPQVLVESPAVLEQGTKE
#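 Test system: Cy5-tagged RRE RNA duplex with fluorescein-tagged Rev peptide; Probe or stimulus: labelled Rev peptide; Schedule: 5 min preincubation and 15 min binding, 25 °C; Signal: FRET fluorescence readout; Evaluation: % inhibition from 671/540 nm acceptor-to-donor ratio, scaled between controls; Control set: DMSO and neomycin B.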
# Plk1 PBD FP: blocks phosphopeptide binding to human Plk1 polo box domain; 97,000 compounds, 0.13% hits; inhibition, %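 (tested at about 20 µM)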; Plk1 PBD phosphopeptide binding, fluorescence polarization; AID 693; in the data active = inhibition above about 34%, passing the limit was not always enough
# PLK1 inh: PLK1 (human) kinase inhibition | 97,000 compounds, 0.53% hits | inhibition, % at 10 µM | recombinant PLK1 kinase, TR-FRET peptide phosphorylation | P53350;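 active = inhibition of 50% or more in the single-concentration screen; inactive = inhibition below 50%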;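 also: 0% = DMSO max control and 100% = H-89 dihydrochloride min control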
# CYP2C19 activ: increases human CYP2C19 enzyme activity. P33261. recombinant CYP2C19, luciferin-H EGE luminescence; active compounds read high; 0 = fully inhibited enzyme, 1 = untreated enzyme. activation factor at 5 µM. 96,000 tested, under 10 active. AID 1025;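 active = activation factor of at least 2 at 5 µM in the primary screen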;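 also: 0 = wells with 2.5 mM tranylcypromine and 1 = vehicle-only wells; values of inactives mirror those of a sister screen read the other way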
# Target sequence (P33261 whole entry, looked up): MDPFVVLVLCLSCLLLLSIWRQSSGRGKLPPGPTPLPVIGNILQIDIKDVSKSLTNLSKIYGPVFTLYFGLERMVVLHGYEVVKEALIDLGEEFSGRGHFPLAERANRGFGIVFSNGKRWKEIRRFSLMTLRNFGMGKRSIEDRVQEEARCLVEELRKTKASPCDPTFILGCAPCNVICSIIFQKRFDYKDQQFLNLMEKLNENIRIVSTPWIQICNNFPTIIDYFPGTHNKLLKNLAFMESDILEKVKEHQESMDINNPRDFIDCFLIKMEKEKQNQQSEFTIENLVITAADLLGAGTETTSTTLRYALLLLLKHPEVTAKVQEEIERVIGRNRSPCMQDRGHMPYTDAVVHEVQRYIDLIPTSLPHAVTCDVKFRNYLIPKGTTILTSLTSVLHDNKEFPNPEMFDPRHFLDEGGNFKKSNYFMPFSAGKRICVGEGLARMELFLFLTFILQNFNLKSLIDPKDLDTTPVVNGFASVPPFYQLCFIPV
# EphB4 ephrin blk: blocks human EphB4 binding to ephrin-B2; P54760; EphB4 LBD / TNYL-RAW-Alexa532 peptide, fluorescence polarization; inhibition, % at 7 µM; 97,000 compounds, 0.15% hits;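 active = inhibition above the screen-wide mean inhibition plus 3 SD, cut at about 15% in these data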;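 also: 0% = DMSO wells and 100% = excess unlabeled TNYL-RAW peptide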
# PLAP activator: human PLAP activation; P05187; purified PLAP enzyme, luminescent substrate read-out; active compounds read high; activation fold at 20 µM; 96,000 compounds, 1.2% hits; in the data active = activation fold above about 2
# CYP2C19 inh: blocks human cytochrome P450 2C19; CYP2C19 Supersomes, luciferin-H EGE luminescence, 30 min; 96,000 compounds, 21% hits; AID 778; P33261; inhibition, % at 5 µM;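 active = CYP2C19 inhibition above a set limit at 5 µM in the primary screen, cut at about 50% in these data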;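 also: plate controls were negative control wells for no effect and 2.5 mM tranylcypromine positive control for full effect; values of inactives mirror those of a sister screen read the other way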
# Active calls of the source: *; · = no result given.
compound	CYP2C9 inh	CYP2C9 activ	Rev-RRE block	Plk1 PBD FP	PLK1 inh	CYP2C19 activ	EphB4 ephrin blk	PLAP activator	CYP2C19 inh
O=C(NCC1CCCO1)C1CCN(CC2CCCCC2)CC1 (stereo unspecified)	-4	1	·	·	·	1.1	·	1.2	-6
CC1(C)CC(=O)c2sc(NC(=O)CN3CCCCC3)nc2C1	5	1	2	-13	-8	1	8	1.3	-2
O=c1cc(NCCO)c2ccccc2o1	-48	1.5	-2	-15	3	1.1	-2	1	-7
Cc1ccc[n+](/C(C(=S)NCc2ccco2)=C(/[O-])c2ccccc2Cl)c1	25	0.8	-2	-6	-9	1	-6	1.3	4
O=C(NCc1ccccc1)c1ccc(Oc2ccc(C(=O)NCc3ccccc3)cc2)cc1	16	0.8	0	-10	0	1.2	4	0.9	-20
COC(=O)n1c(SC)nc2ccccc21	10	0.9	6	-16	-5	1	-13	1.1	-1
O=C(CSc1ncnc2c1cnn2-c1ccccc1)Nc1ccccc1	-12	1.1	7	-11	-14	1.1	-1	0.8	-15
O=C(CC12CCC(CC1)C2)NCc1ccc2c(c1)OCO2	·	·	3	-17	-2	·	-1	·	·
COC(=O)c1cc(-c2ccccc2)sc1NC(=O)CN1C(=O)c2ccccc2C1=O	49	0.5	14	-15	-7	0.9	3	1.2	12
S=C(Nc1ccc(Cl)cc1)N1CCN(C2CCCCC2)CC1	11	0.9	-2	7	-6	0.9	-9	1.1	10
O=C(NC1=NCCS1)c1cc2ccccc2o1	28	0.7	7	-20	-7	0.7	6	0.9	26
Cn1c(/N=C/c2ccc3c(c2)OCO3)nc2ccccc21	-5	1.1	4	-36	0	1	4	0.9	-5
CCN(CC)C(=O)C(=O)N/N=C/c1ccc(Br)cc1	18	0.8	4	-12	-4	0.7	9	1.3	35
CCCNC(=O)c1c(N)n(-c2cc(OC)cc(OC)c2)c2nc3ccccc3nc12	70*	0.3	·	·	·	0.7	·	1.9	31
O=C(c1ccco1)N1CCN(C(=O)c2cnn3cccnc23)CC1	-12	1.1	10	-3	-13	1.1	5	1.1	-11
O=C(CSc1nnc(-c2ccc3c(c2)OCCO3)o1)N1CCCC1	18	0.8	5	22	-7	0.7	-1	1.2	28
O=C(c1oc(=O)c2ccccc2c1-c1ccccc1)N1CCOCC1	2	1	4	-27	-2	1	0	0.9	0
CCNC(=O)NC(C(=O)OC)C12CC3CC(CC(C3)C1)C2 (stereo unspecified)	-4	1	6	12	-2	0.7	4	1	30
Cc1[nH]c2ccccc2c1C(=O)CN1CCCCC1CCO (stereo unspecified)	32	0.7	0	-15	-1	0.8	2	1.3	18
Cc1ccccc1C(=O)c1cccn1CC(=O)NCc1ccc2c(c1)OCO2	74*	0.3	2	4	-15	0.4	-1	0.7	62*
O=C(Nc1ccc(Cl)cc1)c1cc2nc(C3CC3)cc(C(F)(F)F)n2n1	-2	1	1	6	-9	1.1	2	1.1	-6
CCc1ccccc1NC(=O)c1ccc(F)c(S(=O)(=O)N2CCC(C(N)=O)CC2)c1	46	0.5	4	-20	-10	1	8	1.2	-1
COC(=O)c1ccc(N/C=C/C(=O)c2ccc(OC)c(OC)c2)cc1	-84	1.8	4	23	14	0.9	2	1.1	6
CNC(=S)N1CCN(c2c(F)cc3c(=O)c(C(=O)O)cn(C4CC4)c3c2OC)CC1C (stereo unspecified)	28	0.7	2	-5	9	1	7	1	4
C=CCNC(=O)C(C(=O)OCC)C1CCCCC1 (stereo unspecified)	·	·	9	11	-7	·	-1	·	·
Cc1sc(-n2c(C)ccc2C)c(C#N)c1C	-4	1	-3	7	-11	1.1	5	1.1	-12
O=C(NCc1ccc(N2CCCC2=O)cc1)Nc1cccc(Cl)c1	72*	0.3	14	6	-16	0.4	1	0.9	59*
COc1ccc(-n2nnc3c(=O)n(CC(=O)N4CCC(C)CC4)cnc32)cc1	13	0.9	3	10	-12	0.7	0	1.1	26
CC1(C)CC(=O)C=C(NC2CCS(=O)(=O)C2)C1 (stereo unspecified)	·	·	8	12	-7	·	2	·	·
O=C(Cn1cnc2c(oc3ccccc32)c1=O)NCC1CCCO1 (stereo unspecified)	17	0.8	7	-2	-12	1	0	0.8	-2
COc1ccc(NC(=O)C2C3C=CC(O3)C2C(=O)NCc2cccnc2)cc1 (stereo unspecified)	-4	1	2	-7	-17	1	1	1	0
O=C(CSc1nnc(-c2ccc(F)cc2)o1)N1CCN(C(=O)c2ccco2)CC1	21	0.8	4	6	-9	0.8	3	1	23
O=C(Nc1ccc2c(c1)nc1n2CCOC1)C1CCCCC1	8	0.9	4	19	-4	1	-3	0.9	-1
Cc1cc(C)cc(NC(=O)C2CCCC2)c1	12	0.9	0	14	-5	0.7	4	0.9	33
CCOC(=O)Cc1c(C)nc2c(-c3ccccc3OC)c(C)nn2c1C	5	1	0	-3	-7	0.8	1	1.4	16
O=C1c2ccccc2C(=O)N1CCC(=O)N1CCc2ccccc21	·	·	0	-6	-9	·	-3	·	·

# Molecules above with fluorine:
compound	CYP2C9 inh	CYP2C9 activ	Rev-RRE block	Plk1 PBD FP	PLK1 inh	CYP2C19 activ	EphB4 ephrin blk	PLAP activator	CYP2C19 inh
O=C(Nc1ccc(Cl)cc1)c1cc2nc(C3CC3)cc(C(F)(F)F)n2n1	-2	1	1	6	-9	1.1	2	1.1	-6
CCc1ccccc1NC(=O)c1ccc(F)c(S(=O)(=O)N2CCC(C(N)=O)CC2)c1	46	0.5	4	-20	-10	1	8	1.2	-1
CNC(=S)N1CCN(c2c(F)cc3c(=O)c(C(=O)O)cn(C4CC4)c3c2OC)CC1C (stereo unspecified)	28	0.7	2	-5	9	1	7	1	4
O=C(CSc1nnc(-c2ccc(F)cc2)o1)N1CCN(C(=O)c2ccco2)CC1	21	0.8	4	6	-9	0.8	3	1	23

# Other compounds
compound	CYP2C9 inh	CYP2C9 activ	Rev-RRE block	Plk1 PBD FP	PLK1 inh	CYP2C19 activ	EphB4 ephrin blk	PLAP activator	CYP2C19 inh
c1ccc(-c2nnc(OCCN3CCOCC3)c3ccccc23)cc1	-9	1.1	-1	7	-8	0.6	-3	1.7	38
COc1ccc(N2C(=O)CCC(C(=O)N(C)C3CCCCC3)C2c2ccc(OC)c(OC)c2)cc1 (stereo unspecified)	11	0.9	·	·	·	0.8	·	1.6	20
Cc1cc(N2CCCC2=O)c(N)cc1N	-18	1.2	7	27	2	1.1	-2	1.1	-14
CCc1nccn1C(=O)c1cnn2c(C(F)F)cc(-c3ccccc3)nc12	9	0.9	-1	-22	-8	1	-9	1.1	4
CCCCC(=O)Nc1nc(C)c(-c2csc(Nc3ccccc3OC)n2)s1	41	0.6	-2	0	-5	0.9	1	0.9	10
COc1cc(OC)c(C2N(C)c3ccccc3N2C)cc1OC	-17	1.2	3	2	-8	1.2	-2	1.1	-16
CCOC(=O)C1CCN(Cc2ccc(F)cc2F)CC1	22	0.8	2	18	-3	0.6	9	1.2	37
COc1cc(NC(=O)c2cccs2)ccc1NC(=O)c1ccco1	74*	0.3	3	-10	-8	0.8	-5	0.8	25
c1ccc(Cn2ncc3ccccc32)cc1	6	0.9	·	·	·	0.8	·	0.9	24
CC(C)CN1C(=S)SC(C)(C)C1n1oc(=O)n(-c2ccc(Cl)cc2)c1=O (stereo unspecified)	88*	0.1	26	33	-9	0.3	0	0.8	66*
CCOc1ccc(NS(=O)(=O)c2ccc(OCC(=O)NCCCOC)cc2)cc1	41	0.6	0	14	-10	1	-8	1	2
COc1ccccc1N1CCN(C(c2ccc(C)cc2)c2nnnn2C(C)C)CC1 (stereo unspecified)	75*	0.3	4	-12	-4	0.3	-3	1.4	74*
COc1ccc(S(N)(=O)=O)cc1C(=O)NCC1(N2CCCCC2)CCCCC1	-7	1.1	3	-3	-9	1	-1	1.3	1
Cc1ccc(CSc2nc3ccncc3[nH]2)cc1	88*	0.1	8	-7	7	0	8	2.7*	99*
O=C(CSCc1ccccc1)NC1CCSC1=O (stereo unspecified)	24	0.8	2	-17	-4	0.6	7	1.1	35
O=C1c2ccccc2C(=O)N1Cc1nc2ccccc2o1	-16	1.2	6	-3	-6	0.4	13	1	64*
Cc1nnc(N2CCOCC2)c2ccccc12	-8	1.1	9	13	-1	1.1	11	0.9	-7
COCCn1nnnc1C(c1cc2ccc(C)cc2[nH]c1=O)N(Cc1ccco1)Cc1cccs1 (stereo unspecified)	70*	0.3	4	-22	6	0.5	-4	1.4	47
CCOc1ccc(Cn2nnc(C(=O)NCCc3ccccc3)c2N)cc1	2	1	6	18	-2	1	-5	0.8	0
O=C(CSc1nc2ccccc2n1CC(=O)N1CCCC1)NCc1ccc2c(c1)OCO2	2	1	3	-8	-4	0.8	-2	1.2	19
Cc1nn(C(C)C(=O)O)c2ccccc12 (stereo unspecified)	-7	1.1	3	-17	-10	1	9	1.1	5
CC(=O)c1ccc(N(C)C)c2c(N(C)C)cccc12	-12	1.1	2	-5	-2	1	-4	0.9	-4
Cc1csc(NC(=O)C(NS(=O)(=O)c2ccc(Br)s2)c2ccccc2)n1 (stereo unspecified)	22	0.8	3	-4	-13	0.9	-5	1.3	14
Nc1cccc(-c2nc3ccccc3s2)c1	21	0.8	1	-9	-4	0.7	0	0.8	27
Cc1cc(C(=O)OCC(=O)Nc2cc(C(F)(F)F)ccc2N2CCOCC2)c(C)o1	63*	0.4	8	3	-14	0.7	-3	1.2	32
CCOc1nc2ccccc2nc1NS(=O)(=O)c1ccccc1	39	0.6	7	-22	-11	1.1	0	1.3	-9
CCOC(=O)CCC(=O)N1CCOCCOCCN(C(=O)CCC(=O)OCC)CCOCC1	-13	1.1	2	-4	-5	1	-3	0.9	-2
O=C(COC(=O)c1ccccc1)NCC1CCCO1 (stereo unspecified)	-25	1.3	9	13	-5	1	7	1.2	-3
Cc1ccccc1NC(=O)Cn1c(C)nc2ccc(N)cc2c1=O	23	0.8	7	24	-13	0.7	-6	0.9	32
O=C1C2C3C=CC(C3)C2C(=O)N1c1nccs1 (stereo unspecified)	-2	1	7	2	-10	0.8	7	1	19
Cc1ccc2c(c1)N=C(c1ccc(Cl)cc1)CO2	14	0.9	5	5	-10	0.9	0	1.1	15
COc1ccccc1-n1c(CNC(=O)COc2ccccc2)n[nH]c1=S	-9	1.1	9	23	-23	0.7	-4	1.1	33
Cc1cc(C)nc(Nc2n[nH]c(-c3ccccc3Br)n2)n1	74*	0.3	6	-25	-9	0.8	-8	1.2	18
COc1ccc(S(=O)(=O)NC2CC3CCC2C3)cc1Cl (stereo unspecified)	-60	1.6	13	-10	-9	0.5	2	0.7	47
O=C(CCCSc1nc2ccccc2[nH]1)N1CCN(c2ccccc2)CC1	-36	1.4	2	-22	-4	0.8	3	1.7	25
O=C(CN1CCN(Cc2ccccc2)CC1)Nc1ccc(Cl)cn1	15	0.8	5	16	2	0.9	3	1.3	9
COC(=O)CNC(=O)Cn1cnc2sc(C)c(S(=O)(=O)N3CCC(C)CC3)c2c1=O	·	·	1	9	-17	·	3	·	·
COc1ccccc1OCc1ccc(C(=O)N2CCN(C(=O)c3ccco3)CC2)cc1	-8	1.1	-2	2	-7	1	-2	1.4	-2
CC(C)C(=O)Nc1nnc(CCN2CCCCC2)s1	-10	1.1	12	5	0	0.9	-8	1.1	7
CCCC(C)NC(=O)c1ccc(C2SCC(=O)N2Cc2ccco2)cc1 (stereo unspecified)	13	0.9	6	2	5	0.8	5	0.9	18

# Source: PubChem
